MITF TRPM1 HTS – increases MITF-driven TRPM1 promoter luciferase signal; SK-MEL-5 TRPM1-promoter luciferase, 24 h; % of positive control, neutral wells = 0; activation, % at 12.5 µM; hit rate 0.75% among 300,000; AID 588334;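 active = mean activation of at least 80% with every replicate also reaching 80%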;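 also: 0% = neutral control wells and 100% = parthenolide positive control wells; values of inactives mirror those of a sister screen read the other way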
NSD2 inh – NSD2 (human) methyltransferase inhibition. inhibition, % at 12.5 µM. hit rate 0.54% among 310,000. NSD2 peptide methylation, AlphaScreen, 120 min. O96028; in the data active = inhibition above about 50%
Target sequence (O96028 whole entry, looked up): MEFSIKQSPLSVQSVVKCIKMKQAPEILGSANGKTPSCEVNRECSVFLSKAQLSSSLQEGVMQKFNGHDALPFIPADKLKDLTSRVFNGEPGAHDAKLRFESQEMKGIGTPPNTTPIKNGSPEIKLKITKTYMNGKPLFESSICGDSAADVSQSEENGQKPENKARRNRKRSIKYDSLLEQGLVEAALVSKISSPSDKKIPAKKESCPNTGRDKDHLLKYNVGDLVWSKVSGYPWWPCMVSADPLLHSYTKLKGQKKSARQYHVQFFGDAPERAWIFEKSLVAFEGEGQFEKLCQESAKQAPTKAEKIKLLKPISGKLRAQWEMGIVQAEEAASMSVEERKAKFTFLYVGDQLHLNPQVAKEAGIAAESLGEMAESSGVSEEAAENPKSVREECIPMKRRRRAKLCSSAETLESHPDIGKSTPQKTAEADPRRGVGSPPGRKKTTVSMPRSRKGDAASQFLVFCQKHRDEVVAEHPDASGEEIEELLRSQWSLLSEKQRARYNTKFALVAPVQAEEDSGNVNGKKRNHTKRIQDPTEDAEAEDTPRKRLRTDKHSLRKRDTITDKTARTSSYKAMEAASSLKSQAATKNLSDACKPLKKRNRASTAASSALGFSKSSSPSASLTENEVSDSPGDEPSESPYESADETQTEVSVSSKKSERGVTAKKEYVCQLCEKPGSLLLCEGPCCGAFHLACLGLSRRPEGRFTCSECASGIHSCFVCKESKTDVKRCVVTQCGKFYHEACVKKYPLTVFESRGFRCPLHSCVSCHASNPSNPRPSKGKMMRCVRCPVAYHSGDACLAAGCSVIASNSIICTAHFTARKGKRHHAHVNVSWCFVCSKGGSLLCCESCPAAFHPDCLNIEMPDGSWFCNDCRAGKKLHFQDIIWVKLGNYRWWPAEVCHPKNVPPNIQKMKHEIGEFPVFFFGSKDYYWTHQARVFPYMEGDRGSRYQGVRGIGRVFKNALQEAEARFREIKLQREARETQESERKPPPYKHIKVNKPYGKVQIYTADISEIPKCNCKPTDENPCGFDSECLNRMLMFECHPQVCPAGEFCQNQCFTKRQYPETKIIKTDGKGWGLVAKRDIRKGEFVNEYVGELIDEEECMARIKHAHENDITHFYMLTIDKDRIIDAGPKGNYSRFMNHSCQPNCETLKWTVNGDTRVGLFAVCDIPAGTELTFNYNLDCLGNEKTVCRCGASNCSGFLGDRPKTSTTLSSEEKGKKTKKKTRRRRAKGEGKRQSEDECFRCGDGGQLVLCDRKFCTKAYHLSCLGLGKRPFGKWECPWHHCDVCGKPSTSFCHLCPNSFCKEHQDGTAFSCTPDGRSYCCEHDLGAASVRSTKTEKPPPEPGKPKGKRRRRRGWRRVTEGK
SR-BI HDL uptake – inhibitors of mouse SR-BI mediated HDL lipid uptake. hit rate 0.96% among 320,000. Q61009. inhibition, % at 12.5 µM. ldlA[mSR-BI] CHO cells, DiI-HDL uptake fluorescence, 3 h. AID 488896;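 active = mean replicate inhibition of at least 70% and a set share of replicates each scoring 70 or more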;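 also: 0% = median of neutral control wells and 100% = median of positive control wells; values of inactives mirror those of a sister screen read the other way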
HTR5A inv ag – counter-screen for OPRM1-OPRD1 inverse agonists: human HTR5A inverse agonism | P47898 | HTR5A cell line, luminescence | inhibition, % at 9.3 µM | hit rate 0.083% among 340,000 | AID 504634; in the data active = inhibition mostly above about 23%, no sharp cut-off; inactive = mostly below about 18%;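 also: 0% = cells with DMSO and 100% = no-cell wells with DMSO; some compounds called inactive have numbers as strong as hits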
PvdQ acylase – P. aeruginosa PvdQ acylase inhibition; purified PvdQ acylase, fluorescence plate reader; inhibition, % at 10 µM; hit rate 0.063% among 340,000; in the data active = inhibition above about 30%, passing the limit was not always enough;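 also: 0% = vehicle neutral wells and 100% = reference inhibitor wells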
dFosB act – mouse delta FosB homodimer activation; P13346; purified delta FosB, TAMRA-CDK5 oligo fluorescence polarization; percent of positive-control signal above neutral wells; activation, % at 25 µM; hit rate 0.99% among 340,000; AID 493131;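 active = mean activation above about 17%, with every replicate also reaching it, limit read from the data, passing the limit was not always enough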;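 also: fluorescence polarization rise as delta FosB binds a TAMRA Cdk5 AP-1 oligo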
V-ATPase pHluor – yeast V-ATPase proton transport regulation by pHLuorin | S. cerevisiae, pHLuorin cytosolic pH fluorescence | response, % at 10 µM | hit rate 0.37% among 350,000; in the data active = response mostly above about 7.3%, no sharp cut-off; inactive = mostly below about 5.4%; also: actives read high; inactives centre near 0; some compounds called inactive have numbers as strong as hits; reference of the scale not given here
HTR5A ag – counter-screen for OPRM1-OPRD1 agonists: human HTR5A agonism | activation, % at 9.3 µM | hit rate 0.61% among 340,000 | AID 504692 | P47898 | HTR5A agonist assay, luminescence, cell-based; in the data active = activation mostly above about 9.5%, no sharp cut-off; inactive = mostly below about 7.6%;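 also: 0% = cells with vehicle only and 100% = reference agonist; strong numbers were not always called active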
Wnt bcat act – Wnt/beta-catenin pathway activation. AID 743398. activation, % at 9.35 µM. hit rate 1.2% among 300,000. Wnt/beta-catenin reporter cell assay, activator, plate reader; in the data active = activation above about 30%, passing the limit was not always enough;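 also: 0% = neutral control wells and 100% = positive control wells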
CDK5 p35 inh – CDK5/p35 (human) kinase inhibition | Q00535+Q15078 | Recombinant CDK5/p35, ADP-Glo luminescence, 60 min | inhibition, % at 10 µM | hit rate 0.01% among 330,000 | AID 488839;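 active = highest replicate inhibition of at least 50% and at least 75% of replicates reaching 50%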;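 also: plate controls were DMSO neutral control for no effect and GW8510 at 10 µM for full effect; many of its hits are not listed in these tables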
Starred values were filed as active, the others as inactive; · = not tested or not shown; & = joins results of further samples.

The line under a structure holds: dFosB act | V-ATPase pHluor | MITF TRPM1 HTS | CDK5 p35 inh | NSD2 inh | Wnt bcat act | SR-BI HDL uptake | HTR5A ag | HTR5A inv ag | PvdQ acylase
COc1ccc(NC(=O)CN(C)C(=O)c2cc(S(=O)(=O)N(C)C)ccc2N2CCCC2)cc1
 : -3 | -2 | -7 | -0.9 | -2 | 0 | 1 | 2 | -14 | 7
COc1ccc(N(Cc2ccc(N(C)C)cc2)C(=O)c2ccc(S(C)(=O)=O)cc2)cc1
 : -8 | 2 | 10 | 1.2 | 9 | 1 | -9 | 1 | -4 | -15
CCOC(=O)c1ccccc1NC(=O)CSc1nc(N)cc(=O)[nH]1
 : 3 | 1 | 15 | -3.8 | -1 | 1 | -10 | 0 | -1 | -20
Cc1ccc(OCc2n[nH]c(=S)n2Cc2ccccc2)cc1
 : 5 | 2 | 24 | -0.3 | -3 | -3 | 7 | -7 | 18 | -3
Cn1c(=O)c2c(ncn2CC(=O)OCC(=O)NCCc2ccccc2)n(C)c1=O
 : 1 | 0 | 17 | 0.8 | 2 | -5 | 6 | -1 | 15 | -7
CCn1cc(CN2CCCC(C(=O)Nc3ccc(-c4nc5ccccc5[nH]4)cc3)C2)c(C)n1 (centres undefined)
 : 1 | 2 | 32 | -0.3 | -2 | 6 | -1 | 4 | 12 | -7
Cc1ccc2c(c1)C1CN(C)CCC1N2C(=S)Nc1ccc(OC(F)F)cc1 (centres undefined)
 : -5 | 2 | -2 | 0.6 | 3 | -1 | -23 | · | · | -5
O=C(CSc1nc(NS(=O)(=O)c2ccccc2)cc(=O)[nH]1)Nc1ccc(F)cc1
 : 7 | -2 | 5 | -0.2 | 1 | · | -28 | 2 | -14 | -17
Cc1cccc(NC(=O)Cc2ccc(Br)cc2)n1
 : -8 | -1 | · | 0.1 | -4 | 8 | 3 | -3 | 11 | 2
Cc1ccc(NC(=O)C(C)N2C(=O)c3ccccc3C2=O)cc1S(=O)(=O)N1CCOCC1 (centres undefined)
 : -16 | -2 | 8 | 1.1 | 2 | 2 | -6 | -4 | -9 | 9
C/C(CC(=O)N(C(C)C)C(C)C)=N\NC(=O)COc1ccc(Br)cc1Br
 : -11 | -2 | -9 | 0.1 | -1 | -4 | · | -2 | 6 | -16
COC(=O)[C@H](CC(C)C)NC(=O)NCc1ccc(Cl)cc1
 : -9 | 0 | · | -1.5 | -4 | 0 | 17 | 5 | -4 | -19
Cc1ccc(S(=O)(=O)N2CCOCC2)cc1NC(=O)CNC(C)c1ccccc1 (centres undefined)
 : -4 | -1 | -19 | 0.1 | -2 | -2 | 1 | -3 | 9 | -12
Cc1ccc(NC(=O)CNc2ccc(OC(C)C)cc2)cc1
 : 0 | 5 | 22 | -0.6 | -2 | 3 | -8 | 3 | -6 | 3
O=C(Nc1ccccc1NC(=O)NC1CCCCC1)NC1CCCCC1
 : 1 | -4 | -31 | 0.3 | 5 | 2 | -3 | -1 | -7 | 6
CC(C)(C)c1ccc(C(=O)CC(=O)c2cc(Cl)ccc2O)cc1
 : -8 | 0 | -5 | 0.1 | -1 | · | 54 | 6 | 11 | -4
CC1CN(Cc2nc3c(c(=O)[nH]c(=O)n3C)n2CCCc2ccccc2)CC(C)O1 (centres undefined)
 : -3 | -5 | -8 | -0.1 | 0 | -1 | -23 | -3 | 2 | -24
Cc1cc(C)c(OC2(c3ccccc3)OC(=O)c3ccccc32)c(C)c1 (centres undefined)
 : 3 | 19* | -6 | -0.2 | 6 | · | -9 | 4 | -12 | 0
O=C(c1ccco1)n1nc(NCc2ccccc2)nc1NCc1ccccc1
 : 5 | 10 | 21 | -0.4 | -2 | -1 | 37 | 6 | 0 | 12
COc1ccc(C(CNC(=O)CCOc2ccccc2)N(C)C)cc1 (centres undefined)
 : 3 | 1 | · | 2.0 | -1 | 2 | -15 | -4 | 7 | 3
COc1ccc(/C=C/C(=O)NC(=S)N2CCCC(C(N)=O)C2)cc1 (centres undefined)
 : -5 | -2 | -1 | -0.4 | 1 | 1 | -24 | -1 | 13 | -3
CCOC(=O)c1c(C)[nH]c(C(=O)OCC(=O)N(C)c2c(N)n(Cc3ccccc3)c(=O)[nH]c2=O)c1C
 : -19 | -1 | -13 | -0.3 | 4 | 0 | 10 | 5 | 4 | -8
O=C(NCc1ccco1)c1cccc(S(=O)(=O)N2CCCC2)c1
 : -1 | -1 | 0 | 1.9 | -6 | -1 | · | 9 | -24 | -2
CCOC(=O)CSc1nnc(NC(=O)C2CC(=O)N(c3ccc(F)cc3)C2)s1 (centres undefined)
 : -6 | 3 | 2 | -1.6 | 1 | -2 | -13 | 3 | 5 | -4
CCCCOP(=O)(c1ccc(N(C)C)cc1)C(O)c1c(Cl)cccc1Cl (centres undefined)
 : -5 | -2 | 8 | -0.3 | 3 | 1 | -11 | 0 | 1 | -6
COc1ccc(C)cc1S(=O)(=O)N(CC(=O)NC1CCCC1)c1ccc(F)cc1
 : -4 | -4 | 1 | -1.8 | 1 | -2 | -5 | 3 | 9 | 6
COc1ccccc1NC(=O)Nc1ccc2c(c1)OCCO2
 : 3 | -1 | · | 0.9 | 18 | 16 | 11 | -2 | 5 | -5
COc1cccc(CNC2CCCC2)c1
 : 1 | 3 | -4 | -1.0 | -1 | 1 | -42 | 1 | -4 | -15
C/C(=N\NC(=O)c1cccs1)c1cccnc1
 : 2 | 0 | 18 | -6.5 | -4 | 5 | -13 | 4 | -11 | 0
CC(C)C(=O)NCCc1nc2ccccc2n1C
 : 4 | 5 | 6 | 0.9 | -4 | -2 | -11 | -2 | -5 | -13
O=S(=O)(Nc1ncccn1)c1ccc(NC(=S)N2CCN(c3cccc(C(F)(F)F)c3)CC2)cc1
 : -1 | -2 | -3 | 1.5 | 2 | 6 | -14 | -4 | 9 | -7
CCOC(=O)C1(CCCc2ccccc2)CCN(C(=O)CCc2cnccn2)CC1
 : -2 | 2 | 11 | -4.1 | 5 | -6 | 41 | 3 | -8 | -22
Cc1ccc(C)c(NC(=O)CCC(=O)OC(C(=O)c2ccccc2)c2ccccc2)c1 (centres undefined)
 : -7 | -1 | -7 | 2.8 | -3 | · | 5 | 7 | -16 | 7
Cc1cc(C(=O)N[C@H](c2ccccc2)[C@@]2(C)C[C@@H]2[C@@H](C)C(=O)Nc2ccc3ccccc3c2)n(C)n1
 : -6 | -1 | 6 | -0.1 | · | -4 | -9 | -2 | 4 | -16
CCOc1ccc(S(=O)(=O)NCCC(=O)N(C)CC(=O)Nc2ccc(OC)cc2)cc1
 : -8 | 5 | -1 | -1.6 | · | -2 | -5 | 3 | -19 | -13
Cc1sc(NC(=O)COc2ccccc2)c(C#N)c1C
 : -13 | 2 | 42 | 0.1 | -4 | -3 | · | -1 | -16 | -13
Cc1noc(C)c1S(=O)(=O)N1CCC(C(=O)N2CCN(C(=O)c3ccco3)CC2)CC1
 : -2 | 2 | -5 | 1.6 | 1 | -1 | -32 | 1 | -6 | -11
O=S(=O)(c1ccccc1)n1nc(-c2ccccc2)nc1NCc1ccco1
 : -16 | -3 | 25 | -1.2 | 0 | 1 | · | -6 | 15 | -8
CCC1(c2ccccc2)NC(=O)N(CC(=O)c2ccc3c(c2)OCO3)C1=O (centres undefined)
 : 0 | 0 | -12 | 0.2 | -1 | -3 | -13 | -7 | 17 | -7
CCN(CC)CCCNC(=O)C1CCN(C(=O)c2cc3sccc3n2Cc2ccc(F)cc2)CC1
 : -3 | 0 | 12 | 2.2 | 12 | -2 | -25 | 0 | 1 | -14
O=C1NCC(O)=C1C=NC12CC3CC(CC(C3)C1)C2
 : -2&-4 | -3&0 | 4&-5 | 0.9&-1.4 | -3&1 | 1&-2 | -6&-4 | -1&6 | 2&4 | -2&8
S=c1sc2c(N3CCOCC3)ncnc2n1-c1ccccc1
 : 1 | -1 | 44 | -0.4 | · | 7 | -23 | 2 | -5 | 0
O=C(Nc1ccccc1)C1=C[C@@H](c2csc3ccccc23)C[C@@H](OCc2ccc(CO)cc2)O1
 : -2 | -2 | -16 | 0.9 | · | -5 | 26 | 4 | -12 | 12
Cc1ccc(S(=O)(=O)c2c(C)cc(C)nc2Oc2cccc(C(F)(F)F)c2)cc1
 : -7 | -5 | -6 | 0.2 | -5 | · | -16 | 3 | -8 | -4
COc1ccccc1NC(=O)C(Sc1ccccc1)c1ccccc1 (centres undefined)
 : -4 | 1 | 8 | -3.2 | 2 | 11 | -2 | 6 | -7 | -29
CC[C@]12c3[nH]c4ccccc4c3CCN1C(=O)C(CC(=O)NCCCN(C)C)C[C@@H]2C(=O)N1CCN(C(=O)C2CC2)CC1 (some centres undefined)
 : 5 | -4 | 1 | 15 | · | -2 | -13 | 0 | 0 | 10
COc1ccc(C2c3[nH]c4ccccc4c3C[C@H]3C(=O)N(CCCO)CC(=O)N23)cc1OC (some centres undefined)
 : -2 | -2 | -13 | -0.5 | 1 | -1 | -21 | -3 | 10 | -18
CC(=O)NCCC(=O)Nc1sc2c(c1-c1nc3ccccc3[nH]1)CCCC2
 : -5 | 2 | 13 | 0.6 | 0 | · | 69 | -5 | 12 | -10
CCc1ccc(C(=O)COC(=O)c2cc([N+](=O)[O-])ccc2N2CCOCC2)cc1
 : 1 | -3 | -24 | 1.2 | 5 | -15 | 81* | 0 | 0 | -6
Cc1ccccc1NC(=S)N1CCN(Cc2ccccc2)CC1
 : 0 | -2 | -7 | 1.9 | 0 | -1 | -22 | -2 | -23 | 5

Next records follow:
The line under a structure holds: dFosB act | V-ATPase pHluor | MITF TRPM1 HTS | CDK5 p35 inh | NSD2 inh | Wnt bcat act | SR-BI HDL uptake | HTR5A ag | HTR5A inv ag | PvdQ acylase
Cc1ccccc1-c1noc(C(C)NC(=O)c2ccco2)n1 (centres undefined)
 : -8 | -2 | -5 | -1.4 | 1 | 0 | 2 | 3 | -4 | -14
COc1cc(SC)ccc1C(=O)Nc1cccc(C2OCCCO2)c1
 : -12 | 2 | 75 | 0.2 | -1 | -5 | 4 | 5 | 25 | -4
CCN(CC)CCNC(=O)c1sc2ncn(CC(=O)Nc3ccc(C)c(Cl)c3)c(=O)c2c1C
 : -141 | -1 | -8 | 0.4 | 20 | -3 | -17 | 7 | 7 | -7
O=C(CSc1nnc2ccccn12)NNC(=O)c1ccc(Br)cc1
 : -8 | -3 | 6 | -1.3 | -2 | 1 | -3 | 0 | -12 | 1
O=C(NC1CCCCC1)C(c1ccc2ncccc2c1)N(Cc1ccc(F)cc1)C(=O)c1ccc2c(c1)OCCO2 (centres undefined)
 : -1 | -2 | -20 | -0.6 | -4 | -5 | -7 | 3 | -27 | 8
CCSC1=N/C(=C/c2ccsc2)C(=O)N1c1ccccc1
 : -6 | 2 | -5 | 1.7 | -3 | -1 | 43 | 3 | -17 | -8
COc1ccc(-c2csc(=Nc3c(C)n(C)n(-c4ccccc4)c3=O)n2C(C)(C)C)cc1
 : 3 | 3 | -5 | 1.2 | -1 | · | 4 | 3 | -7 | -13
N#CCCN(CCC#N)S(=O)(=O)c1ccc(C(=O)Nc2nc(-c3ccccc3)c(C(=O)c3ccccc3)s2)cc1
 : -8 | 0 | -13 | 3.7 | · | -2 | 26 | 0 | -1 | -13
